PGC1a acetyl inh: modulators of PGC1a acetylation; U2OS PGC1a acetylation, AlphaScreen anti-acetyl-lysine; with virally co-expressed GCN5 acetyltransferase; inhibition, % at 15.6 µM; 350,000 compounds, 0.17% hits; AID 651687;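 active means every replicate shows inhibition of at least 40%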;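 further: 0% = neutral control wells and 100% = positive control wells; some results beyond the cut were filed as inactive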
ERAP1 inh: ERAP1 (human) enzyme inhibition; Q9NZ08; recombinant ERAP1, Leu-AMC fluorescence, 60 min; inhibition, % at 10.7 µM; 340,000 compounds, 0.15% hits;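 active means mean replicate inhibition of at least 30%, or all replicates individually reaching that 30% level; inactive means mean below 30% and not every replicate reaching it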;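 further: 0% = neutral control wells and 100% = L-leucinethiol positive control wells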
Target sequence (Q9NZ08 whole entry, looked up): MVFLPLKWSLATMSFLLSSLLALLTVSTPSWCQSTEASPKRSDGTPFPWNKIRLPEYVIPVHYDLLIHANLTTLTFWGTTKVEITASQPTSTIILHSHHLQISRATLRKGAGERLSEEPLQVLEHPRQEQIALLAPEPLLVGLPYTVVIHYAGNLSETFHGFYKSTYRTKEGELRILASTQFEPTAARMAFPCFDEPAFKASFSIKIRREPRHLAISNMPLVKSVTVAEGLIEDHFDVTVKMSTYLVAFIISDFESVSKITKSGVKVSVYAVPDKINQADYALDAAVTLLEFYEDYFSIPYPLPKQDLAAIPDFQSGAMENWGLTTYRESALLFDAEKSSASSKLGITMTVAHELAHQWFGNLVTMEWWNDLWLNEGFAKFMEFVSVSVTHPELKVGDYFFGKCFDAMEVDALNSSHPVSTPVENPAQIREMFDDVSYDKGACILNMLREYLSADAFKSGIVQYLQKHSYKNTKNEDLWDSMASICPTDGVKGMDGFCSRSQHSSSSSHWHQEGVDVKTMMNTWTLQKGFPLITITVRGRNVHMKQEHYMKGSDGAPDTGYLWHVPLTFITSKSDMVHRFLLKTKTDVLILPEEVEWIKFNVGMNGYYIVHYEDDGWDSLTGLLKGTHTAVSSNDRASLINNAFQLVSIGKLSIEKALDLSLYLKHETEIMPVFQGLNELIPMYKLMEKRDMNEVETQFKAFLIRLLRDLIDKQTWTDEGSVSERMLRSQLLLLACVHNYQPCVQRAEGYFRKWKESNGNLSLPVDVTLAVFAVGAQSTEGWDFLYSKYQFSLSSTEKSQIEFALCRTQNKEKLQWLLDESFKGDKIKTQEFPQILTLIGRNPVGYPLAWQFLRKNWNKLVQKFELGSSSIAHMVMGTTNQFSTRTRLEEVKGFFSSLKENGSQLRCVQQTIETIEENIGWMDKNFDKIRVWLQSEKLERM
FN deposition inh: fibronectin deposition inhibition; AH1F fibroblasts, Alexa488-fibronectin deposition fluorescence, overnight; inhibition, % at 12.6 µM; 350,000 compounds, 0.086% hits; AID 743247;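 active means mean inhibition across replicates of 30% or more, regardless of how many single replicates reach that level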;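 further: positive control wells lacked labelled fibronectin entirely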
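Assay system: AH1F fibroblasts / Quantity: 10000 cells per well / Medium: DMEM plus 2% serum, read in PBS / Reagent: labelled fibronectin 24 nM / Dosing: single dose, pinned / Times: 1 h cell attachment, overnight exposure to compound and label / Signal: fluorescence, ex 485 nm, em 525 nm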
PAX8 inh HTS: lowers PAX8-driven luciferase in RMG-I cells | AID 652154 | inhibition, % at 12.6 µM | RMG-I TPO-luciferase reporter, SteadyGlo, 24 h | 360,000 compounds, 1.2% hits;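 active means mean replicate inhibition at least 60% with every replicate also reaching 60%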;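 further: luciferase light reporting Pax8 driven TPO promoter activity; plate controls were median of neutral control wells for no effect and mitoxantrone controls for full effect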
EWS-Fli inh: inhibitors of EWS/Fli oncoprotein transcriptional activity | A673 NR0B1-luciferase reporter, viability-normalised | inhibition, % at 12.6 µM | 350,000 compounds, 0.67% hits;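 active means mean inhibition of at least 50% after viability correction, with every replicate also passing that limit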;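 further: firefly luciferase signal divided by Alamar Blue viability fluorescence both relative to DMSO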
PglD inh: inhibitors of Campylobacter jejuni PglD acetyltransferase | purified PglD enzyme, DTNB colorimetric CoA detection | inhibition, % at 12.5 µM | 360,000 compounds, 0.098% hits | AID 602405; in the data active means inhibition above about 16%, passing the limit was not always enough; further: strong numbers were not always called active
S100A4 inh HTS: inhibitors of human S100A4 binding to myosin IIA peptide | P26447 | S100A4/TAMRA-MyoIIA peptide fluorescence polarization | inhibition, % at 10.7 µM | 360,000 compounds, 0.14% hits;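 active means mean inhibition of at least 70% across replicates, with every replicate also reaching that level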
Target sequence (P26447 whole entry, looked up): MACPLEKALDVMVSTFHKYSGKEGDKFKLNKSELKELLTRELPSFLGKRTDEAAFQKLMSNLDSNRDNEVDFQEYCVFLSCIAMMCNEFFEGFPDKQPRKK
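assay system = human S100A4 monomer with TAMRA-labelled myosin IIA peptide | also added = labelled myosin peptide probe, 5 nM | incubation = 5 min between mix addition and reading | control set = DMSO and TFP controls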
LGR2 antag: Drosophila LGR2 receptor signaling inhibition. HEK293 LGR2, CRE-luciferase, bursicon-stimulated, 4 h. inhibition, % at 9.99 µM. 380,000 compounds, 0.35% hits;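 active means drop in luminescence signal, shown as inhibition above about 50% in the replicate tests, limit read from the data, passing the limit was not always enough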;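 further: agonist challenge used bursicon conditioned medium at about half maximal strength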
Active calls of the source: *; nt = no result given.

SMILES,PGC1a acetyl inh,ERAP1 inh,FN deposition inh,PAX8 inh HTS,EWS-Fli inh,PglD inh,S100A4 inh HTS,LGR2 antag
Cc1noc(C)c1NC(=O)Nc1cccc2c1O[C@H](CN(C)Cc1ccc(C(=O)Nc3ccccc3N)cc1)[C@H](C)CN([C@@H](C)CO)C2=O,-7,2,6,-6,14,nt,4,32
CC(Cc1ccccc1)NC(=O)CCNNC(=O)c1ccncc1 (centres undefined),nt,2,1,1,4,3,6,-5
Cc1cc2nc(C3CCCCC3)c(Cc3ccccc3)n2c(C)c1Br,3,2,-3,2,18,-2,-5,5
C[C@@H]1CN([C@@H](C)CO)S(=O)(=O)c2ccc(Br)cc2O[C@H]1CN(C)Cc1cncnc1,-5,-2,nt,nt,17,1,3,2
C[C@@H]1CN([C@@H](C)CO)C(=O)Cc2cc(NC(=O)c3ccncc3)ccc2O[C@@H]1CN(C)Cc1ccncc1,7,8,nt,-4,4,6,6,-2
CCN1CCN(c2nc(C)c3c(n2)CC(C)CC3=O)CC1 (centres undefined),nt,1,-3,-7,-6,nt,-7,14
CCOC(=O)N1CCC(NC(=O)C2CCCN(C(=O)c3cc4sccc4n3C)C2)CC1 (centres undefined),nt,14,-5,20,3,1,4,3
O=C(Cn1nnc2ccccc21)Nc1ccccc1[N+](=O)[O-],nt,1,-18,6,5,8,7,7
O=C(Nc1ccc(C(F)(F)F)cc1)N[C@H]1CC[C@H](CC(=O)N2CCCCC2)O[C@@H]1CO,3,3,-2,4,7,0,4,18
CCCCOc1ccc(C(=O)NCC(=O)OCC(=O)c2c(N)n(C)c(=O)n(C)c2=O)cc1,-4,-1,nt,1,-11,0,3,11
O=S(=O)(Nc1cc(S(=O)(=O)N2CCOCC2)ccc1N1CCOCC1)c1ccc2c(c1)OCCO2,nt,0,-7,-39,-1,nt,2,nt
C[C@@H]1CN([C@@H](C)CO)S(=O)(=O)c2ccc(C#C[C@@H](C)O)cc2O[C@@H]1CN(C)Cc1ccccn1,-8,-1,nt,nt,-17,1,6,9
Brc1ccc(-c2nc(-c3ccncc3)no2)cc1,11,1,9,-69,-16,6,-5,-45
O=C(NCc1ccccc1Cl)C1CCN(S(=O)(=O)N2CCOCC2)CC1,nt,1,6,-6,3,3,4,-27
CN1CCN(C(=O)C[C@H]2C[C@H]3c4cc(NC(=O)c5cccnc5)ccc4O[C@H]3[C@@H](CO)O2)CC1,0,nt,-16,0,0,12,nt,29
CCCCn1c(N)c(N(CCOC)C(=O)CSc2nnc(C)n2-c2ccc(OC)cc2)c(=O)[nH]c1=O,5,2,0,15,6,nt,-11,-4
N#Cc1cc([N+](=O)[O-])ccc1NCCc1ccccn1,4,5,5,6,-4,nt,-2,5
C[C@H](CO)N1C[C@H](C)[C@@H](CN(C)C)Oc2cc(-c3cccc(C(=O)N(C)C)c3)ccc2S1(=O)=O,7,-2,nt,4,-2,0,-69,0
Cc1nc2ccccn2c1C(=O)NNC(=O)Nc1ccccc1,nt,-2,8,-1,-3,2,-3,0
O=C(NNC(=O)C1CCN(S(=O)(=O)c2cccc(Cl)c2)CC1)C1CC1,-3,-1,4,-21,-38,-5,6,19
OC1CCCN(Cc2cccc3ccccc23)C1 (centres undefined),-5,nt,-5,-10,nt,-5,nt,nt
N/C(Cc1ccc(Cl)cc1)=N\OC(=O)c1ccccc1,nt,13,nt,nt,nt,-1,-2,-45
CO[C@H]1CN(C)C(=O)c2cc(NC(=O)c3cccc(Oc4ccccc4)c3)ccc2OC[C@@H](C)NC[C@@H]1C,-12,nt,17,nt,29,nt,nt,2
CCn1nc(NC(=O)c2ccccc2)c2cc3cccc(C)c3nc21,4,-6,-10,12,6,7,-11,15
CO[C@H]1CN(C)C(=O)c2ccc(NC(=O)C3CCC3)cc2OC[C@H](C)N(Cc2cccnc2)C[C@@H]1C,nt,-2,3,-12,4,3,-7,15
CN1c2ccc(-c3ccccc3)cc2[C@H]2[C@H](CCN2C(=O)Cc2ccccn2)[C@H]1CO,-7,1,-8,-21,-1,-3,-1,-6
CCOC(=O)C1CCN(S(=O)(=O)c2ccccc2[N+](=O)[O-])CC1,-3,1,5,27,4,-7,-3,-6
CO[C@H]1CN(C)C(=O)c2cc(NS(=O)(=O)c3ccc(C)cc3)ccc2OC[C@@H](C)N(Cc2nccs2)C[C@H]1C,-27,0,-4,19,12,1,1,8
Cc1noc(C)c1NC(=O)N(C)C[C@@H]1OCCCC[C@H](C)Oc2ccc(NS(=O)(=O)c3ccc(Cl)cc3)cc2C(=O)N([C@H](C)CO)C[C@@H]1C,14,-4,-4,13,-4,0,2,-11
CCCc1cn(CC[C@@H]2CC[C@H](NC(=O)Cc3cccnc3)[C@H](CO)O2)nn1,13,0,4,8,1,0,8,-9
COc1ccc(C(=O)Nc2ccccc2N2CCOCC2)cc1[N+](=O)[O-],-19,nt,-9,-4,nt,7,nt,-3
CN(C)C(=O)C[C@@H]1C=C[C@@H](NC(=O)C2CC2)[C@@H](CO)O1,18,0,-1,nt,-7,-1,-10,4
COc1ccc(NC(=O)C2CCC(CNc3c(N4CCCCC4)c(=O)c3=O)CC2)c(OC)c1 (centres undefined),-2,-3,-7,-5,11,-5,0,5
COc1ccccc1N1CCN(CCCC(=O)c2ccc(F)cc2)CC1,8,-2,5,-4,-4,-6,4,-8
CCC(=O)N1[C@@H]2CN(C(=O)c3ccc4c(c3)OCO4)c3ccccc3[C@@H]2[C@@H]1CO,-1,2,nt,-4,-1,0,-5,5
CCCNC(=O)c1ccc(OC)cc1OC,11,nt,-6,5,nt,0,nt,nt
C[C@@H]1CN([C@@H](C)CO)C(=O)Cc2cc(NC(=O)CCN3CCOCC3)ccc2O[C@H]1CN(C)S(=O)(=O)c1ccc(F)cc1,4,-2,nt,3,8,-4,41,-4
CN(C)S(=O)(=O)N1CCN(c2ccc([N+](=O)[O-])cc2)CC1,1,12,-4,2,3,0,-1,20
CCC(=O)N(C)C[C@@H]1Oc2cc(C#CCC(C)C)ccc2S(=O)(=O)N([C@H](C)CO)C[C@@H]1C,-4,-2,12,nt,10,3,4,-3
NC(=O)c1sc2nc(-c3cccnc3)ccc2c1N,7,4,5,-64,14,0,-2,-7
O=C(C[C@@H]1CC[C@H]2[C@@H](COC[C@H](O)CN2Cc2ccccc2)O1)NCCc1ccccc1,2,-3,-13,3,1,-1,-10,3
COc1ccc2c3c(n(C)c2c1)[C@@H](CO)N(C(=O)C1CC1)CC31CCN(C)CC1,nt,1,nt,nt,1,nt,2,-17
Cc1cc(=O)c(C(=O)Nc2cccc(N3CCCC3=O)c2)nn1-c1ccccc1F,7,3,11,0,-11,2,0,0
CC(C)CN1C(=O)C(=O)N(CC(=O)Nc2cccc(Cl)c2Cl)C1=O,2,-3,-6,-4,13,-3,-6,8
CN(Cc1ccc(Cl)c(Cl)c1)C(C(=O)NCc1ccccc1)c1ccco1 (centres undefined),nt,nt,-1,-2,-1,nt,-7,-15
O=C(N[C@H]1CC[C@@H](CCNS(=O)(=O)c2ccc(F)cc2)O[C@@H]1CO)c1cccnc1,8,0,nt,0,-5,7,-6,9
CCC1C(=O)C(CC)C(c2ccccc2)NC1c1ccccc1 (centres undefined),nt,3,-2,-20,21,-4,1,4
OC[C@@H]1[C@@H](c2ccc(C#Cc3ccccc3F)cc2)[C@@H]2CN(CC3CCOCC3)CCCCN12,-9,-4,11,-17,-10,0,-9,-6
COc1ccc(NC(=O)N(C)C[C@@H]2Oc3ccc(NS(=O)(=O)c4ccc(Cl)cc4)cc3CC(=O)N([C@H](C)CO)C[C@H]2C)cc1,-15,0,nt,21,2,0,-2,1
O=C(Cn1ncc2c([nH]c3ccccc32)c1=O)N1CCOCC1,6,2,1,18,10,-5,1,5
N#CCCC1(CCC#N)c2ccccc2C(=O)c2ccccc21,4,-5,-13,0,-1,6,-4,-8
COc1cc2ccc(NC(C)=O)cc2cc1OC,-14,-1,-6,-10,-5,-3,-6,11
Cc1cc(=O)[nH]c(Cc2ccc(OC(C)C)cc2)n1,4,-3,nt,nt,-6,-1,-3,28
CC(=O)Nc1cc(-c2cccc(F)c2)cn2c(-c3ccccc3)cnc12,-26,1,1,7,16,2,0,25
Cc1ccc(S(=O)(=O)/N=C(/NC(=S)Nc2ccccc2)c2ccccc2)cc1,3,nt,-8,-222,nt,0,nt,nt
COc1ccc(-c2ccc(OC(=O)NC3CCS(=O)(=O)C3)cc2)cc1 (centres undefined),-3,nt,-1,-27,-9,nt,2,-50

Next records
SMILES,PGC1a acetyl inh,ERAP1 inh,FN deposition inh,PAX8 inh HTS,EWS-Fli inh,PglD inh,S100A4 inh HTS,LGR2 antag
Cc1c(CCC(=O)O)c(=O)oc2cc3occ(-c4ccc(Br)cc4)c3cc12,0,5,2,20,7,-1,-4,8
Cc1ccc(C(=O)C(O)C(c2ccc(C)cc2)N2CCCCC2)cc1 (centres undefined),nt,-1,2,-7,2,nt,-2,12
CCOc1cc(C(=O)NC(C)CCc2ccccc2)cc(OCC)c1OCC (centres undefined),nt,-4,-5,5,1,-4,-3,9
CC(C)NC(=O)c1cc(C2CCCCN2C(=O)c2cc(C(C)(C)C)nn2C)on1 (centres undefined),-4,1,2,6,5,-2,0,18
CCOC(=O)[C@]12CCC=C1N(Cc1ccc(Cl)cc1Cl)C(=O)[C@H](CC(=O)NCc1cccc(C(F)(F)F)c1)C2,nt,0,8,-1,12,nt,-2,11
CC(C)CC#Cc1ccc2c(c1)O[C@H](CN(C)C(=O)Nc1ccccc1F)[C@@H](C)CN([C@@H](C)CO)S2(=O)=O,-6,4,-5,nt,29,-3,-5,-5
Cc1cc(CNC(=O)C2CCC(=O)N(CCc3ccc(Cl)cc3)C2)no1 (centres undefined),nt,3,-2,0,nt,-4,-46,0
CCN(CC(=O)Nc1ccccc1C(F)(F)F)C(=O)CSCC(=O)Nc1cc(C)on1,nt,3,1,-10,-3,nt,-12,-1

Full records from above. Values in the order: PGC1a acetyl inh | ERAP1 inh | FN deposition inh | PAX8 inh HTS | EWS-Fli inh | PglD inh | S100A4 inh HTS | LGR2 antag
`CC(C)CN1C(=O)C(=O)N(CC(=O)Nc2cccc(Cl)c2Cl)C1=O` reads 2 | -3 | -6 | -4 | 13 | -3 | -6 | 8
`COc1cc2ccc(NC(C)=O)cc2cc1OC` reads -14 | -1 | -6 | -10 | -5 | -3 | -6 | 11

New compounds follow
SMILES,PGC1a acetyl inh,ERAP1 inh,FN deposition inh,PAX8 inh HTS,EWS-Fli inh,PglD inh,S100A4 inh HTS,LGR2 antag
Clc1ccc(Nc2nc3cccnc3s2)cc1,nt,0,-15,-160,-64,nt,-6,-38
O=C(C[C@H]1CC[C@@H]2[C@H](COC[C@@H](O)CN2C(=O)c2cccnc2)O1)Nc1ccc(-c2ccccc2)cc1,-1,nt,1,-5,-13,-1,nt,-10
Cc1cc([N+](=O)[O-])c(NC2CCCCC2)c([N+](=O)[O-])c1,-21,nt,0,16,nt,-3,nt,nt
CCCCn1c(N)c(N(CCOC)C(=O)c2cc(-c3ccco3)nc3ccccc23)c(=O)[nH]c1=O,nt,2,4,nt,1,0,-4,-16
CCOC(=O)Cc1csc(NS(=O)(=O)c2ccc3ccccc3c2)n1,-3,0,6,-1,2,3,-5,2
CO[C@H]1CN(C)C(=O)c2cc(NS(=O)(=O)c3ccccc3F)ccc2OC[C@@H](C)NC[C@@H]1C,-1,-3,-2,nt,-3,-5,-4,-15
C[C@@H]1CN([C@@H](C)CO)C(=O)c2cc(NC(=O)Nc3ccc4c(c3)OCO4)ccc2O[C@@H](C)CCCCO[C@H]1CN(C)C(=O)CCCN(C)C,5,nt,-2,-1,-7,-3,nt,16

Bioassay records as filed in PubChem BioAssay.

Compounds were not picked by outcome. About 2.1% of those tested had a hit in this group.
